Compound activity from PubChem BioAssay.
Tau fluor counter: counter-screen for tau fibril formation inhibitors; 280,000 tested, 0.93% active; Potency, µM (top dose mostly 57.7 µM), for the others: top-dose activity change, negative = decrease; tau K18 P301L Alexa594 fluorescence, heparin fibrillization; note: % is set by controls: 0 for no effect and ±100 for the full control effect; nearly all actives have a fitted effect of over 55% in size
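Human tau K18 P301L (15 uM unlabeled, 0.24 uM Alexa 594-labeled) in 100 mM sodium acetate pH 7 with 20 uM heparin, 6 hr at 37 C. ThT 30 uM added, 1 hr ambient; Alexa 594 FP and total fluorescence read at 555/632 nm.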
Tau fibril ThT: inhibitors of human tau fibril formation, thioflavin T binding; Potency, µM (top dose mostly 57.4 µM), without a hit: at the top dose activity, negative = inhibition, most hits filed as inhibitors; 270,000 tested, 2.1% active; P10636; recombinant tau K18 P301L (four-repeat tau fragment), heparin-induced fibrillization, ThT fluorescence; note: % is set by controls: 0 for no effect and ±100 for the full control effect; nearly all actives have a fitted effect of over 55% in size
Target sequence (P10636 561-689 P618L limits assumed): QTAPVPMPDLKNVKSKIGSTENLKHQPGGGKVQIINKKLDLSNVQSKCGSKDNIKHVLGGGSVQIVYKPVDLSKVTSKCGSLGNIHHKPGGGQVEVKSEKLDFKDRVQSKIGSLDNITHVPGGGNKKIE
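Heparin-induced (20 uM) aggregation of recombinant human K18 P301L tau, 15 uM unlabeled with 0.24 uM labeled, pH 7 acetate buffer, 6 hr at 37 C with compound. Fibrils quantified by 30 uM ThT fluorescence after 1 hr ambient incubation.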
TRb-SRC2 inh: TRbeta-SRC2 interaction inhibition; P10828; TRbeta-SRC2 peptide binding, fluorescence polarization; receptor liganded with 1 µM T3; Potency, µM (titrated, usually from 106 µM), for the others: at the highest dose activity change, negative = inhibition, usual class: inhibitors; 280,000 tested, 0.065% active; AID 1469;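 note: plate controls were bound peptide for no effect and peptide without receptor for full effect; nearly all actives have a fitted effect of over 50% in size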
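Fluorescence polarization of 20 nM Texas Red SRC2 peptide (20-aa NR interaction domain) bound to 0.6 uM human TRb ligand-binding domain, with 1 uM T3, after 5 hr at ambient temperature; inhibition seen as decreased polarization.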
L3MBTL1 block: L3MBTL1 (human) inhibition; AlphaScreen L3MBTL1–H3K9me1 peptide binding; AID 485360; 230,000 tested, 0.66% active; Q9Y468; Potency, µM (doses to about 57.1 µM), for inactives: at the highest dose activity, negative = inhibition, actives largely listed as inhibitors; note: % is set by controls: 0 for no effect and ±100 for the full control effect; nearly all actives have a fitted effect of over 60% in size
Target sequence (Q9Y468 whole entry, looked up): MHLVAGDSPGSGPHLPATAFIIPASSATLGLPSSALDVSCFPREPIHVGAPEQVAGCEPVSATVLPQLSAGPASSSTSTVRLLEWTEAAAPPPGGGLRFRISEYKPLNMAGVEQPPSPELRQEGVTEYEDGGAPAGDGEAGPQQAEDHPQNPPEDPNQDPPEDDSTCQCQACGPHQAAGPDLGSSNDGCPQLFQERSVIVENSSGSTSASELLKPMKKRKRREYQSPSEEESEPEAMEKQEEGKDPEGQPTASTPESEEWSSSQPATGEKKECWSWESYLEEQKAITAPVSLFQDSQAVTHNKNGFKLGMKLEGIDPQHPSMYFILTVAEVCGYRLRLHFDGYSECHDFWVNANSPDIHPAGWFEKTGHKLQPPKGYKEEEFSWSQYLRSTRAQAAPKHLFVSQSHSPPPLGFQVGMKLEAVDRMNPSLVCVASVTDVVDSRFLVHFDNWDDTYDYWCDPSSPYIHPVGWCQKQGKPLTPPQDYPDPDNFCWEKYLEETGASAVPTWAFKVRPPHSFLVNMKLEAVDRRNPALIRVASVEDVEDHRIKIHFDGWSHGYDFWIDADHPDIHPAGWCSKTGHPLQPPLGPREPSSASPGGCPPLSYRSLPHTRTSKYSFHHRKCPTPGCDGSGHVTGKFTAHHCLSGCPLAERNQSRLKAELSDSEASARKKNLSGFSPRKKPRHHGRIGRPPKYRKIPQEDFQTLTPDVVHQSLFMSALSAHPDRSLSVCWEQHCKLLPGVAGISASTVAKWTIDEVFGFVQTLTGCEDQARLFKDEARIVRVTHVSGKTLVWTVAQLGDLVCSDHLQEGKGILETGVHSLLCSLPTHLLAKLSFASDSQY
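Displacement of a biotinylated histone H3(1-15) peptide monomethylated at Lys9 (75 nM) from L3MBTL1 (50 nM) was measured by AlphaScreen after a 30 min room-temperature compound incubation; cefsulodin titration served as intraplate control.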
RECQ1 inh: blocks DNA unwinding by human RECQ1. RECQ1 DNA unwinding, red fluorescence kinetic read. Potency, µM (highest dose often 57.3 µM), without a hit: at the highest dose activity, negative = inhibition, actives largely listed as inhibitors. 240,000 tested, 0.54% active. AID 2549;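 note: plate controls were vehicle for no effect and no enzyme for full effect; nearly all actives have a fitted effect of over 30% in size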
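50 nM RECQ1T1 preincubated 15 min with compound in Tris pH 8.0 buffer with MgCl2, DTT, Tween-20 and 2.5 ug/ml poly(dI-dC); started with 200 nM TAMRA/BHQ-2 forked duplex and 2 mM ATP. Unwinding read as fluorescence (525/598 nm), two reads 2 h apart.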
Tau fibril FP: inhibitors of human tau fibril formation | K18 P301L tau heparin fibrillization, Alexa594 FP, 6 h | Potency, µM (top dose mostly 57.7 µM), inactives show top-dose activity, negative = inhibition, most hits filed as inhibitors | P10636 | 280,000 tested, 0.39% active | AID 1468; note: % is set by controls: 0 for no effect and ±100 for the full control effect; nearly all actives have a fitted effect of over 55% in size
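Human K18 P301L fragment (15 uM unlabeled plus 0.24 uM Alexa 594-labeled) in 100 mM sodium acetate pH 7 with compound, aggregation induced by 20 uM heparin for 6 hr at 37 C. ThT (30 uM) added for 1 hr, then Alexa 594 FP read.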
TexasRed fluor: Texas Red fluorescence interference in TRb-SRC2 counter-screen | 280,000 tested, 0.29% active | TRb/SRC2 Texas Red total fluorescence interference | Potency, µM (highest dose often 106 µM), for inactives: top-dose fluorescence change, negative = quenching; active = well fitted curve in either direction with a large enough effect; inconclusive = small, poorly fitted or top-dose-only effect; note: % is set by controls: 0 for no effect and ±100 for the full control effect
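Human TRb ligand-binding domain at 0.6 uM with 20 nM Texas Red SRC2 peptide in Tris buffer containing 1 uM T3 and 5% DMSO, incubated with compound 5 h at ambient temperature. Total fluorescence (555/632 nm) calculated as parallel + 2 × perpendicular.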
HTT ATP protect: protects HTT-Q103 PC12 cells, measured by ATP. PC12 HTT-Q103 induced, cytoprotection, ATP luminescence, 40 h. Potency, µM (series often up to 56.4 µM), without a hit: cytoprotection (ATP increase), usual class: activators. 230,000 tested, 0.14% active;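 note: % of control where 0% means no effect; nearly all actives have a fitted effect of over 45% in size; toxic huntingtin expression switched on by the ecdysone agonist tebufenozide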
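Rat PC12, Q103 Htt exon1-GFP fusion, ecdysone promoter; tebufenozide inducer 100 nM final; compound titration; qHTS, 1500 cells/well; ATPlite luminescent read.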
Active calls of the source: *; i = inactive; ? = inconclusive; · = no result given; & = joins results of further samples; [ ] = remark or other dose. Unless noted, calls come from the whole dose curve; as a rule, active = well fitted curve in the direction sought with a large enough effect; inconclusive = small, poorly fitted or top-dose-only effect, or another doubt; inactive = no such curve, though single readings can be large; an effect the other way counts as inactive or inconclusive. Potency is the fitted concentration of half-maximal effect. Some of the compounds tested (hit frequency here may not be typical).

SMILES | Tau fluor counter | Tau fibril ThT | TRb-SRC2 inh | L3MBTL1 block | RECQ1 inh | Tau fibril FP | TexasRed fluor | HTT ATP protect
Cc1ccc(NC(=O)Cc2nnc(N)s2)cc1 | -10% | -13% | -3% | 7% | 0% | 0% | -1% | 12%[10 µM]
CC(C)(C)C1CCC(=NNC(=O)c2cc3c(s2)CCCC3)CC1 (configuration not stated) | -12% | ? | 1% | 7% | -6% | -6% | -34% | 25%[10 µM]
COc1cc(/C=C2\SC(=S)N(NC(=O)c3cccnc3)C2=O)ccc1O | -10% | · | ? | · | 25µM* | 3% | ? | 21%[10 µM]
COCCCNC(=O)Nc1ccc(F)cc1F | -5% | -2% | 6% | 9%[11.4 µM] | 1% | 1% | 0% | 9%
COc1ccccc1OCC(=O)NCCNC(=O)COc1ccccc1OC | -13% | -21% | -6% | 2% | -4% | -3% | 0% | 1%
O=C1C=C[C@@H](O)[C@@H]2[C@H]3C(=O)N(c4ccc(F)cc4F)C(=O)[C@@H]3CC[C@@H]12 | 2%[11.6 µM] | -12%[11.5 µM] | -2%[11.2 µM] | · | i[11.5 µM] | 6%[11.6 µM] | -3%[11.2 µM] | -8%[10 µM]
Cc1nc(CC(=O)c2c(C)cc(O)cc2O)cs1 | 5% | -4% | 5% | -5% | -5% | -2% | 1% | -26%
Cc1c(C(=O)NC2CCCc3ccccc32)oc2ccccc12 (configuration not stated) | -21% | ? | -7% | · | -20% | -14% | 2% | -6%
CCOc1ccc2oc(=O)cc(CN3CCN(C(=O)c4ccc(F)cc4)CC3)c2c1 | -3% | -5% | -8% | · | · | 7% | 0% | ·
COc1cccc(/C=C/C2=CC3(C)CC2(C)C(c2cccc(OC)c2)CC3=O)c1 (configuration not stated) | -3%[11.6 µM] | -1%[11.5 µM] | 8%[11.2 µM] | · | i[11.5 µM] | -9%[11.6 µM] | -16%[11.2 µM] | ?
Nc1nn(-c2ccccc2)nc1C(=O)OCc1ccccc1F | ? | ? | 0% | 63%[activator] | -10% | -14% | -5% | -21%
COc1ccc(NC(=O)CSc2nc3c(oc4ccccc43)c(=O)n2-c2ccc(C)c(C)c2)cc1 | -10% | 5% | -3% | · | · | -26% | -27% | ·
C=CCn1cnc2c(sc3nc(C)cc(C)c32)c1=O | 5% | 0% | 3% | 0% | -2% | 4% | -9% | -15%[10 µM]
CCC(C)[C@@H](NC(=O)OC(C)(C)C)c1nnc(S(=O)(=O)Cc2cccc(C)c2)o1 (some centres not stated) | -2% | 7% | -10% | 4% | i | -9% | 2% | -142%[inhibitor]
COc1ccc2c(c1)CCc1cc(C(=O)O)sc1-2 | -19% | · | -1% | · | -3% | -11% | -3% | 22%[10 µM]
O=C(NCC1CCCO1)c1ccccn1 (configuration not stated) | -6% | -9% | -14% | 6% | -7% | ? | 0% | 16%[1.9 µM]
CCc1ccc(CNC(=O)c2sc3nc[nH]c(=O)c3c2C)cc1 | -27% | ? | -6% | · | · | -16% | -3% | ·
Cc1ccc(S(=O)(=O)N2CCC(C(=O)N3CCN(Cc4ccccc4)CC3)CC2)cc1 | -6% | -5% | 0% | 4% | 2% | 5% | -3% | 11%[10 µM]
CCN(c1ccccc1)S(=O)(=O)c1ccc(OC)c(N=N/C(C(=O)Nc2ccccc2)=C(/C)O)c1 | -11% | -7% | 3% | 9% | 8% | -1% | 0% | -14%
CN(C)S(=O)(=O)N1CCC(Oc2ccc(C(=O)NC3CCCCC3)cc2)CC1 | -13% | -11% | -1% | 7% | i | 1% | 1% | 24%[10 µM]
CCn1cc(C(=O)Nc2ccccc2)c(=O)c2ccc(C)nc21 | 13% | 4% | -3% | 16% | -7% | 3% | -1% | -12%[10 µM]
O=C(COc1ccccc1[N+](=O)[O-])NCc1cccnc1 | 21% | 15% | 1% | 7% | -3% | 7% | 0% | 5%[10 µM]
CS(=O)(=O)N(CC(=O)NCc1ccco1)c1ccc(OCc2ccccc2)cc1 | 4% | 14% | 0% | 6% | 13% | -4% | -1% | -25%
O=C(Nc1cc(F)ccc1F)N1CCC(CN2CCOCC2)CC1 | 3% | 4% | 5% | · | · | 0% | 8% | ·
COc1ccc(-n2c(CN3CCN(c4ccccn4)CC3)nc3ccc([N+](=O)[O-])cc3c2=O)c(OC)c1 | -16% | ? | 4% | ? | i | 3% | -2% | -14%
SMILES | Tau fluor counter | Tau fibril ThT | TRb-SRC2 inh | L3MBTL1 block | RECQ1 inh | Tau fibril FP | TexasRed fluor | HTT ATP protect
Cc1cc(C)n(C(=O)CNc2cccc(Cl)c2C)n1 | -8% | -11% | 1% | · | 2% | -3% | -5% | 5%
C/C(=N\NC(=O)c1ccc(O)cc1)c1ccc(N2CCOCC2)cc1 | -3% | ? | -3% | 11% | i | -6% | -4% | 7%[10 µM]
Cc1ccc(-c2nc3ccccn3c2Nc2ccc3c(c2)OCO3)o1 | ? | ? | -7% | · | · | 0% | -2% | ·
CC(Sc1nnc(Nc2ccccc2)s1)C(=O)NC1CCCc2ccccc21 (configuration not stated) | 1% | 8% | -1% | 1% | 5% | 5% | -23% | -14%[1.9 µM]
O=C1NCC(COCc2ccco2)O1 (configuration not stated) | -16% | ? | -4% | -9% | -3% | ? | 0% | -5%
CC(=O)Nc1sc(N/N=C\c2ccccc2F)nc1-c1cccs1 | ? | 8.9µM* | -5% | -1% | i | -2% | -6% | 22%[10 µM]
CCOC(=O)c1c(C)[nH]c(C)c1S(=O)(=O)N1CCC(C(=O)Nc2ccc(C)c(Cl)c2)CC1 | -18% | 7% | 6% | · | · | ? | -1% | ·
CCOc1ccc(NC(=O)CS(=O)(=O)c2cn(C)c3ccccc23)cc1 | -10% | -15% | -13% | 4% | -1% | -2% | -2% | ?
COc1ccccc1NC(=O)C(CCS(C)(=O)=O)N1C(=O)c2ccccc2C1=O (configuration not stated) | 3% | -3% | -3% | · | i | 8% | 1% | -12%
N#Cc1nc(COc2ccc(Cl)cc2)oc1N1CCCCCC1 | -18% | -19% | -16% | ? | -4% | -2% | -1% | -34%
Cc1nn(C)c2nc(-c3cccs3)cc(C(F)(F)F)c12 | -1% | -3% | 6% | 21% | -11% | -2% | 0% | ·
CCN(CC)CCCN1C(=O)C(O)=C(C(=O)c2sc(C)nc2C)C1c1ccco1 (configuration not stated) | -4% | -12% | -4% | 2% | -6% | 4% | 0% | -16%
Cc1ccc(SCC(=O)O/N=C(\N)c2ccc([N+](=O)[O-])cc2)cc1 | -28% | ? | -6% | -17% | -19% | 1% | 0% | -3%
COc1nc(-c2ccccc2)cc(-c2ccc(OC)c(OC)c2)n1 | -27% | -13% | -8% | · | -24% | -6% | -1% | 3%[10 µM]
S=c1[nH]nc(COc2ccccc2)n1-c1ccccc1 | -10% | -8% | 6% | · | -1% | -6% | -4% | -66%[inhibitor]
O=C(CNCc1ccccc1)Nc1ccccc1-c1ccccc1 | 1% | 3% | -4% | 6% | -4% | 3% | 1% | 11%[10 µM]
CCOc1ccc2nc(NC(=O)C3=NN(c4ccccc4)C(=O)CC3)sc2c1 | -16% | ? | 5% | · | -5% | 6% | -1% | -91%[inhibitor]
O=C(Nc1ccc(Cl)cc1)C1=Cc2ccccc2OC1 | ? | 15% | -18% | · | i | ? | 0% | -6%
O=S1(=O)N=C2CCCCCN2C(c2ccc(F)cc2)N1 (configuration not stated) | 5% | 0% | -5% | -3% | -5% | 0% | -2% | -12%
CCOc1ccc(C(=O)NCCS(=O)(=O)N2CCN(c3ccccc3F)CC2)cc1OCC | -9% | -1% | 1% | · | · | 0% | -2% | ·
CN(C)c1nc(SCc2ccccc2Cl)nc2c1CCCC2 | -4% | -12% | 2% | 48%[activator] | -19% | 4% | -1% | -12%[10 µM]
O=C(Nc1ccccc1)c1cccc2c(=O)c3c([nH]c12)CCCC3 | 0% | 6% | 3% | · | · | 7% | 2% | ·
O=C(O)CSc1nnc(COc2cccc3cccnc23)n1-c1cccc(C(F)(F)F)c1 | 3% | 1% | 3% | -2% | i | -2% | 5% | ·
CCCS(=O)(=O)c1c(S(=O)(=O)CCC)c2cc(C(C)(C)C)ccn2c1C(=O)c1ccccc1 | -8% | ? | 7% | · | · | 2% | 1% | ·
NC(=O)N/N=C/c1ccc([N+](=O)[O-])o1 | -13% | -23% | 7%[201 µM] | 3% | 0% | -4% | 0%[201 µM] | -56%&-12%[inhibitor]
SMILES | Tau fluor counter | Tau fibril ThT | TRb-SRC2 inh | L3MBTL1 block | RECQ1 inh | Tau fibril FP | TexasRed fluor | HTT ATP protect
O=C(Nc1nnc(C2CC2)s1)C1Cc2ccccc2CN1S(=O)(=O)c1cccs1 (configuration not stated) | -13% | -10% | -13% | ? | ? | 6% | 1% | -8%[4.97 µM]
Oc1ccc(-c2[nH]ncc2-c2cccc3cccnc23)c(O)c1 | -11% | -3% | -5% | · | i | -1% | -1% | -4%
CC(C)(C)N1CC(C(=O)O)CC1=O (configuration not stated) | -4% | -2% | 4% | 8% | -5% | 3% | -2% | -12%[10 µM]
COc1ccccc1/C=N/Nc1nc(C)cc(C)n1 | -9% | -11% | 9% | -9% | -2% | 1% | 3% | 20%[10 µM]
O=S(=O)(CCOc1ccccc1)N1CCOCC1 | 2% | 2% | -1% | 5% | -4% | 2% | -3% | ·
O=C(Nc1ccc2snnc2c1)N1CCSCC1 | 0% | 0% | 8% | 1% | 11% | -2% | -1% | -2%
C=CCN1C(=O)C(Cc2ccc(C)cc2)S/C1=N/N=C/c1ccco1 (configuration not stated) | -11% | -3% | -4% | -10% | -4% | -5% | -4% | 8%[10 µM]
FC(F)Oc1ccc(NC(=S)NCC2COc3ccccc3O2)cc1 (configuration not stated) | -19% | -3% | -4% | -15% | 2% | -1% | 2% | 0%[10 µM]
